# Hsp90 inh: tumor Hsp90 inhibitors, primary screen, cell lysate, fluorescence polarization, NCI-N417 lysate | Cy3B-geldanamycin FP displacement | inhibition, % at 30 µM | 0.35% of 64,000 active | AID 429, 2006;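 active = inhibition above 50%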;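 also: 0% = tracer plus lysate wells and 100% = tracer alone without lysate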
# MKP-1 inh: MKP-1 phosphatase inhibitors, primary screen, biochemical, in vitro; inhibition, %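 (compounds tested at a single concentration somewhere between 10 and 100 µM)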; 0.15% of 65,000 active; AID 374, 2006; recombinant MKP-1, OMFP hydrolysis fluorescence; Dual specificity protein phosphatase 1 (Homo sapiens), P28562;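 active = inhibition above about 50%, limit read from the data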;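 also: 0% = DMSO max control wells and 100% = wells with enzyme stopped by NaOH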
# JNK3 blocker: JNK3 kinase activity inhibitors, primary screen, biochemical, human, purified enzyme | 0.61% of 60,000 active | AID 746, 2007 | Mitogen-activated protein kinase 10 (Homo sapiens), P53779 | HTS | inhibition, % at 8 µM; in the data active = inhibition above about 17%;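 also: 0% = DMSO and 100% = reference inhibitor; many of its hits are not listed in these tables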
# Target sequence (P53779 whole entry, looked up): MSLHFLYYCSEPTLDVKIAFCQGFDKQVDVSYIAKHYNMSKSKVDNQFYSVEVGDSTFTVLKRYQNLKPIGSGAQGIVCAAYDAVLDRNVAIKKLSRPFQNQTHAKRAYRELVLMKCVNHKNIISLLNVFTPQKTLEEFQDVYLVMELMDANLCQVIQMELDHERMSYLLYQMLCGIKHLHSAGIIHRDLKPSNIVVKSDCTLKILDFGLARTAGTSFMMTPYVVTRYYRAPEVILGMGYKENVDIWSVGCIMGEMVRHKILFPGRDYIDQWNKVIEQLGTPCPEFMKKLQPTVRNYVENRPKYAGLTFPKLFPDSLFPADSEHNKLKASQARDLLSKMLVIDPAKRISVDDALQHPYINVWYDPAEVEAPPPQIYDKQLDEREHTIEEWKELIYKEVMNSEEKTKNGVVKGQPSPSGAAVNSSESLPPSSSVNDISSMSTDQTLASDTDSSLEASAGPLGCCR
# Cdc25B block: inhibitors of Cdc25B phosphatase catalytic domain, primary screen, biochemical, OMFP fluorescence; M-phase inducer phosphatase 2 (Homo sapiens), P30305; recombinant Cdc25B, OMFP fluorescence Ex485/Em525; inhibition, %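 (compounds tested at 10 µM final in the well)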; 0.1% of 65,000 active; in the data active = inhibition above about 50%
# Target sequence (P30305 whole entry, looked up, the tested form may be a part): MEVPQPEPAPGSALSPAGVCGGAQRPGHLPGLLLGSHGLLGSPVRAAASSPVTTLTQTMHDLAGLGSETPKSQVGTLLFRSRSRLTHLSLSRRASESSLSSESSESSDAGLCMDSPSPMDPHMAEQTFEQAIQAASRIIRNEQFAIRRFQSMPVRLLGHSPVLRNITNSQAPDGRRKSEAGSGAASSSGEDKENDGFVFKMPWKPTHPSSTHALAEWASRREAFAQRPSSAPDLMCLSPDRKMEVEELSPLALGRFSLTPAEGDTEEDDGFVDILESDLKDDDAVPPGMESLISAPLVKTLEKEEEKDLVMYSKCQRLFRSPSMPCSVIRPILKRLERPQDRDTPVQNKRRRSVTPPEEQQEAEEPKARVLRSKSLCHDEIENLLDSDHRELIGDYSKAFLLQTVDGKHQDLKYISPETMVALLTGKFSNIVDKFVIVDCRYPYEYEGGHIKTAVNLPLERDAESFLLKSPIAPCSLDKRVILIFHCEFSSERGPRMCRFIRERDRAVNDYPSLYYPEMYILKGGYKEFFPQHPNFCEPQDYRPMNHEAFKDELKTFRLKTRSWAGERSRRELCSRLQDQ
# Abs 340nm: compound light absorbance at 340 nm, profiling panel, artefact control, biochemical, MLSMR library, data from PS, PMK, MK assays; compound absorbance at 340 nm, fold over control; fold change at 10 µM; 65,000 tested, under 10 active; AID 708, 2007;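 active = at 10 µM dose, initial 340 nm absorbance at least 2 fold that of control wells; inactive = change under 2 fold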;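 also: initial absorbance extrapolated from kinetic A340 decline of NADH oxidation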
# PKA kinase inh: inhibitors of human PKA kinase activity, primary screen, biochemical, ATP-depletion luminescence, Kemptide substrate. PKA Kemptide phosphorylation, Kinase-Glo ATP luminescence. inhibition, % at 6 µM. 0.1% of 65,000 active. cAMP-dependent protein kinase catalytic subunit alpha (Homo sapiens), P17612;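 active = inhibition above the screen-wide mean inhibition plus 3 SD, cut at about 21% in these data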; also: many of its hits are not listed in these tables
# Her2 expr inh: inhibitors of Her2 protein expression, primary screen, SKBR-3 cells, AlphaScreen, 66K library | Receptor tyrosine-protein kinase erbB-2 (Homo sapiens), P04626 | SKBR-3 HER2 protein level, 18-24 h; active compounds read low | HER2 level % of control, % at 10 µM | 0.69% of 65,000 active;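 active = HER2 level under 5% of the carrier-only control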;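 also: 100% = DMSO carrier and 0% = 500 nM PU-H71 HSP90 inhibitor; lower value means stronger loss of Her2 protein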
# ROCK2 inh: inhibitors of human ROCK2 kinase, primary screen, biochemical, high-throughput, luminescence; purified ROCK2, Kinase-Glo ATP depletion luminescence; AID 604, 2007; inhibition, % at 6 µM; Rho-associated protein kinase 2 (Homo sapiens), O75116; 0.35% of 60,000 active;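 active = inhibition above the screen-wide mean inhibition plus 3 SD, cut at about 18% in these data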;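 also: plate controls were DMSO wells for no effect and Y-27632 control wells after no-enzyme background subtraction for full effect; many of its hits are not listed in these tables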
# Autofluor 339: intrinsic fluorescence of library compounds, ex339/em460 – biochemical, MLSMR library, data from DPM-DC assay, artefact control, profiling panel; compound autofluorescence, ex339/em460 nm, NADH buffer; active compounds read high; 1 = no-compound wells, NADH background; fluorescence fold increase at 10 µM; 5.5% of 65,000 active;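 active = at 10 µM, mean starting fluorescence two-fold or more over control wells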;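 also: signal is the first read of a kinetic run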
# * = called active by the depositor; . = not tested or not shown.
SMILES,Hsp90 inh,MKP-1 inh,JNK3 blocker,Cdc25B block,Abs 340nm,PKA kinase inh,Her2 expr inh,ROCK2 inh,Autofluor 339
O=C(NCCc1ccccc1)c1ccc(=O)oc1,-7.6,2.4,-3.7,0.7,1.34,1.0,130.4,-2.7,0.92
Cc1ccc(S(=O)(=O)N2CCCC2C(=O)OCC(=O)Nc2ccc3c(c2)OCO3)cc1 (stereo not drawn),-2.8,20.4,-3.8,3.0,1.05,4.1,107.7,-2.3,1.13
COc1ccccc1NC(=O)CCN1CCCCCC1,-5.1,-2.3,-0.6,-19.4,1.01,9.9,131.1,9.8,1.06
CCN(C(=O)c1ccc(C(C)(C)C)cc1)c1nnc(Cn2nnc3ccccc32)s1,1.3,11.2,-4.9,-13.4,0.97,-8.1,64.0,-6.1,1.02
COC(=O)/C=c1\sc2ncnn2c1=O,-2.6,-5.0,1.4,1.2,1.02,0.1,68.5,-0.6,1.02
COc1ccc(C(=O)Nc2cccc(OC)c2)cc1,-0.7,0.9,5.1,-7.1,1.06,-3.3,95.9,-7.7,1.07
Cc1cc(=O)n2c(-c3ccccc3C)n[nH]c2n1,-4.0,-21.9,-6.2,-0.3,1.01,4.7,94.4,3.2,1.05
Cn1c(CSCc2ccc(F)cc2)nnc1SCC(=O)Nc1nccs1,-1.8,-1.1,6.7,-7.0,1.01,4.2,98.3,7.6,1.1
Cc1csc2nc(CNC(=O)C3CC=CCC3C(=O)O)cn12 (stereo not drawn),-6.1,11.2,6.4,-22.6,1.02,6.3,100.0,4.0,1.36
CNC(=O)c1cc2ccc(OC)cc2oc1=O,-15.0,4.3,1.1,0.0,1.21,6.6,100.6,-0.5,3.57*
Cc1ccc(S(=O)(=O)N2CC(=NO)C2)cc1,0.1,-26.3,4.0,0.7,1.03,1.7,101.4,0.4,1.11
COc1ccc(OC)c(S(=O)(=O)NCc2csc(-c3ccccc3)n2)c1,-1.0,10.3,-9.4,-11.1,0.95,14.2,87.0,7.5,1.1
COC(=O)CN(Cc1ccccc1)S(=O)(=O)c1ccc(OC)c(OC)c1,-1.4,6.9,-1.6,-2.7,1.05,10.1,85.8,5.7,1.09
O=C(O)c1ccc(NS(=O)(=O)c2cccc3nsnc23)cc1,-4.0,16.4,0.1,5.2,1.03,-0.7,101.7,2.2,1.01
CCCS(=O)(=O)N1CCCC(C(=O)NCCCN2CCN(c3cccc(Cl)c3)CC2)C1 (stereo not drawn),0.2,8.3,-3.6,-11.9,0.98,1.8,76.6,4.3,1.14
Clc1ccc(OCc2nn3c(-c4ccccc4)nnc3s2)c(Cl)c1,-1.3,0.5,-7.4,-9.5,1.01,-4.7,81.9,-3.1,1.05
COc1ccc(C(=O)NCC(=O)OC2CCCCC2=O)cc1 (stereo not drawn),.,-2.0,.,-2.8,1.02,-0.4,63.6,.,1.07
COCCCNC(=O)CN(c1ccc(Cl)c(Cl)c1)S(C)(=O)=O,-4.0,10.1,-1.3,7.5,1.04,-5.8,84.8,-8.3,1.05
CCOC(=O)N1CCN(S(=O)(=O)c2ccc3[nH]cc(C(=O)O)c(=O)c3c2)CC1,-1.6,3.0,3.9,-1.9,1.06,10.9,85.4,3.0,2.38*
O=C(NC1CCCCCCC1)c1ccccc1O,-4.7,1.8,-1.3,3.4,0.99,-2.3,57.4,0.0,2.97*
CCOc1ccc(CC2CC(=O)NC2=O)cc1 (stereo not drawn),-3.2,-13.3,4.4,2.3,0.96,3.7,106.0,-0.4,1.06
O=C(Cn1cnc2c(nnn2Cc2ccccc2)c1=O)NCC1CCCO1 (stereo not drawn),-1.4,-10.5,0.2,-5.2,1.06,5.3,112.5,3.9,1.1
c1coc(-c2nc3ccccc3nc2-c2ccco2)c1,.,10.6,.,-0.5,1.1,2.8,61.3,.,1.83
COc1cccc(-n2c(=O)[nH]cc(C(=O)Nc3ccc4c(c3)OCCO4)c2=O)c1,1.2,16.9,-2.0,-0.4,1.08,-1.5,99.4,4.0,1.09
O=C(COC(=O)c1cccnc1)c1ccc(Cl)cc1,-6.1,1.0,-2.2,1.5,0.97,-0.3,108.2,-1.7,1.08

# Additional structures
SMILES,Hsp90 inh,MKP-1 inh,JNK3 blocker,Cdc25B block,Abs 340nm,PKA kinase inh,Her2 expr inh,ROCK2 inh,Autofluor 339
COc1cc2cc(CN(CCCO)S(=O)(=O)c3ccccc3Cl)c(=O)[nH]c2cc1OC,-4.2,-24.9,3.0,-11.9,1.06,6.1,87.2,1.3,3.46*
FC(F)(F)c1cccc(N2CCN(c3ccc4nnc(-c5ccccc5)n4n3)CC2)c1,1.8,39.2,-8.9,1.4,1.02,7.2,115.7,7.6,1.54
CCC(C)NC(=O)C1CCN(S(=O)(=O)c2cccc3cccnc23)CC1 (stereo not drawn),-2.0,3.2,5.2,-2.6,1.02,9.9,89.9,6.9,1.06
CCCCOc1ccc(-c2ncc(Cl)cn2)cc1,-1.9,-15.7,-2.7,-9.4,0.98,10.8,106.8,7.2,1.02
O=C(NC1CCCCC1)C1CCCN1S(=O)(=O)c1cccc2nsnc12 (stereo not drawn),0.9,3.7,-2.4,-4.9,1.03,-6.2,88.0,-1.3,0.97
O=C(c1ccc(Cn2cc(Br)cn2)cc1)N1CCN(c2ccccc2)CC1,-1.6,13.8,-0.9,-5.7,1.05,7.0,95.7,3.0,1.11
N#CCCCSc1nnc(-c2ccccn2)o1,-3.2,-20.1,-5.3,-3.8,0.99,5.7,93.0,2.9,1.09
NS(=O)(=O)c1ccc(NS(=O)(=O)c2cccs2)cc1,-2.9,12.5,1.4,-17.5,1.03,2.1,132.5,1.4,1.09
Cc1ccc2[nH]c3c(c2c1)CN(C(=O)CN1CC(C)OC(C)C1)CC3 (stereo not drawn),-3.4,-22.1,5.5,4.5,1.02,3.9,121.8,11.4,1.09
CN1C(=O)c2cccc3c(S(=O)(=O)Nc4ccccn4)ccc1c23,-1.0,-7.0,1.5,-1.1,1.06,8.6,111.8,9.4,1.28
Nc1ccc(CCc2nc3ccccc3o2)cc1,0.9,-13.8,-1.8,-7.4,1,14.9,87.0,2.8,1.07
CCOc1ccc2[nH]c(=O)c(=O)[nH]c2c1,-6.7,6.5,-6.2,-3.2,1.07,2.9,110.9,4.1,2.17*
O=C(c1cccnc1)N1CCc2ccccc2C1,-3.9,3.4,-4.3,-15.1,1.02,12.0,76.4,7.5,1.13
CN(CC(=O)Nc1ccncc1)S(=O)(=O)c1ccc(Cl)cc1,-3.0,-8.8,0.9,-0.9,1.08,4.2,76.9,11.5,1.14
O=C(O)CN1C(=O)C2(OCCCO2)c2ccccc21,-4.6,19.2,.,-2.2,0.99,7.3,82.2,.,1.01
CCOc1cccc(/C(O)=C2/C(=O)C(=O)N(Cc3ccco3)C2c2ccncc2)c1 (stereo not drawn),-3.4,4.4,.,1.8,1.13,9.6,70.7,.,1
N#Cc1ccccc1Sc1ccccc1C(=O)N1CCOCC1,-1.8,2.8,-7.1,-11.7,1.07,2.2,113.9,5.3,1.09
Cc1csc(-c2coc3cc(O)cc(C)c3c2=O)n1,-5.4,-14.8,12.7,-19.5,1.04,8.1,42.4,3.9,1.12
Cc1ccc2nc(-c3cccnc3)oc2c1,-1.2,-14.3,6.1,3.7,1,4.4,111.1,3.9,2.72*
CCCC(=O)Nc1cc(OC)c(NC(=O)NC2CCCCC2)cc1OC,2.4,7.2,-6.4,-5.2,1,3.4,87.3,2.1,1.12
CC1CCC2(CC1)NC(=O)N(CC(=O)NC(=O)NC1CCCC1)C2=O (stereo not drawn),-0.2,18.5,2.0,-12.6,1.01,-1.8,103.4,3.6,1.12
CCCCN(C(=O)Cn1nnc2ccccc21)C(C(=O)NCc1ccco1)c1ccncc1 (stereo not drawn),-7.2,-13.8,-6.2,-2.4,1.01,4.0,95.3,2.6,1.1
COc1ccc(-c2nn3c(COc4ccccc4)nnc3s2)cc1OC,-3.8,4.6,-13.9,7.0,1.04,-2.4,71.9,0.4,1.47
O=C(NCCCCNC(=O)c1c(F)c(F)c(F)c(F)c1F)c1c(F)c(F)c(F)c(F)c1F,-1.4,-4.3,2.7,-3.0,1.01,5.8,93.2,5.6,1.06
COc1ccc(OCC(O)CN2C(=O)c3ccccc3S2(=O)=O)cc1 (stereo not drawn),0.3,4.7,3.5,0.3,1.07,-1.7,105.0,-1.8,1.07

# Some of the entries so far, tab-delimited:
SMILES	Hsp90 inh	MKP-1 inh	JNK3 blocker	Cdc25B block	Abs 340nm	PKA kinase inh	Her2 expr inh	ROCK2 inh	Autofluor 339
N#CCCCSc1nnc(-c2ccccn2)o1	-3.2	-20.1	-5.3	-3.8	0.99	5.7	93.0	2.9	1.09
COc1ccc(-c2nn3c(COc4ccccc4)nnc3s2)cc1OC	-3.8	4.6	-13.9	7.0	1.04	-2.4	71.9	0.4	1.47
Cc1ccc2nc(-c3cccnc3)oc2c1	-1.2	-14.3	6.1	3.7	1	4.4	111.1	3.9	2.72*

# Remaining list, next part.
SMILES,Hsp90 inh,MKP-1 inh,JNK3 blocker,Cdc25B block,Abs 340nm,PKA kinase inh,Her2 expr inh,ROCK2 inh,Autofluor 339
O=C(Cn1c(=O)sc2ccccc21)Nc1ccc(S(=O)(=O)N2CCCC2)cc1,0.8,6.7,-12.1,-4.7,1.01,-1.2,93.9,-1.6,1.02
O=S1(=O)N=CN(Cc2cccc(F)c2)c2ccccc21,0.2,3.8,7.1,-7.2,0.99,13.2,110.2,5.0,1.11
CCOC(=O)c1c(C)c(C(=O)Nc2ccc(N(C)C)cc2)c(C)n1CC,-1.5,11.3,-5.7,-10.2,1.02,4.6,76.8,3.1,1.01
CCOC(=O)c1cnc(-n2nc(C)cc2C)nc1NCCc1ccccc1,0.1,21.5,0.8,2.1,1.02,5.5,14.4,-0.3,1.72
Cc1cccn2c(=O)c3cc(C(=O)N4CCN(C(=O)c5ccco5)CC4)n(C)c3nc12,-0.1,32.2,2.5,5.4,1.12,10.2,103.6,8.5,4.95*
COc1ccc(OC)c(C(=O)CN2C(=O)NC(C)(c3ccccc3)C2=O)c1 (stereo not drawn),-1.1,41.9,-0.5,-7.0,1.09,4.9,68.8,3.1,1.38
CC(C)C[C@H](NC(=O)Nc1cccc(C(F)(F)F)c1)C(=O)O,-0.8,-11.4,-6.3,-2.8,1.01,4.8,91.2,3.3,1.08
O=C(NCC1CCCO1)c1nc2c(nnn2Cc2ccc(F)cc2)c(=O)[nH]1 (stereo not drawn),4.4,15.6,2.4,-4.0,1.01,5.8,72.7,4.4,1.03
O=c1cccc(-c2ccc(Br)cc2)o1,-2.1,5.5,1.2,-1.7,1.07,10.1,75.7,6.6,1.14
O=C(CSC1=NCCN1)NC12CC3CC(CC(C3)C1)C2,-0.1,-9.9,3.8,-11.9,0.96,13.0,53.7,6.5,1.06
CSc1ncc(Cl)c(C(=O)NCc2ccc3c(c2)OCO3)n1,-3.1,-6.9,8.2,0.9,1.04,11.6,95.6,6.2,1.09
CCOC(=O)c1sc2ncnc(NCC(c3cccs3)N(C)C)c2c1C (stereo not drawn),-7.9,27.7,2.2,9.0,1.05,-7.0,48.3,-0.3,1.34
COc1nc(-c2ccccc2)ccc1-c1noc(C)n1,-3.1,3.0,-3.8,-8.9,1.08,8.8,79.1,6.7,1.28
COc1ccc(CCn2c(SCC(=O)Nc3cc(C)on3)nc3ccccc3c2=O)cc1OC,-4.5,25.9,0.4,-22.9,1.11,4.7,34.6,2.6,1.03

# Screens: PubChem BioAssay, several laboratories

# A portion of the library. The share of hits here may be higher or lower than overall.
